LGR2 inh – inhibitors of bursicon-induced LGR2 CRE-luciferase signal, primary screen, cell-based, HEK293, CRE-luciferase reporter, bursicon stimulation; Drosophila bursicon receptor LGR2 (rickets); bursicon-stimulated, 4 h; inhibition, % at 9.99 µM; 380,000 tested, 0.35% active; AID 720647, 2013;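 active = drop in luminescence signal, shown as inhibition above about 50% in the replicate tests, limit read from the data, passing the limit was not always enough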;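 note: agonist challenge used bursicon conditioned medium at about half maximal strength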
PglD DTNB – C. jejuni PglD acetyltransferase inhibitors, primary screen, biochemical, DTNB colorimetric, single point; 360,000 tested, 0.098% active; AID 602405, 2012; purified PglD enzyme, DTNB colorimetric CoA detection; inhibition, % at 12.5 µM; UDP-N-acetylbacillosamine N-acetyltransferase PglD (Campylobacter jejuni); in the data active = inhibition above about 16%, passing the limit was not always enough; note: strong numbers were not always called active
PAX8 inh HTS – inhibitors of PAX8-driven TPO luciferase reporter, primary screen, RMG-I cells, single concentration | SteadyGlo, 24 h | inhibition, % at 12.6 µM | 360,000 tested, 1.2% active;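 active = mean replicate inhibition at least 60% with every replicate also reaching 60%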;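 note: luciferase light reporting Pax8 driven TPO promoter activity; plate controls were median of neutral control wells for no effect and mitoxantrone controls for full effect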
ARNT-TACC3 inh – disruptors of ARNT/TACC3 protein interaction, primary screen, biochemical, AlphaScreen, single concentration; Transforming acidic coiled-coil-containing protein 3 (Homo sapiens), Q9Y6A5; AlphaScreen His-ARNT PAS-B/GST-TACC3 binding, luminescence; TACC3 fragment carries E629A point mutation; inhibition, % at 9.99 µM; 390,000 tested, 0.66% active; AID 623870, 2012;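 active = mean inhibition of replicates at least 50% and at least half of replicates each reaching 50%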;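 note: 0% = complete ARNT plus TACC3 wells and 100% = ARNT alone without TACC3; many hits fall short of the cut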
Statin myotox sup – suppressors of statin myotoxicity in C2C12 myotubes, primary screen, cell-based, single point, plate reader; C2C12 myotubes + simvastatin, ATP luminescence, 48 h; scaled: DMSO 0, geranylgeraniol control 100; 330,000 tested, 0.78% active; AID 602340, 2012; rescue of ATP level, % at 7.49 µM;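 active = mean ATP rescue above about 67%, or every replicate alone reaching that limit, limit read from the data, passing the limit was not always enough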;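 note: myotubes were challenged with 10 µM simvastatin during compound exposure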
GSIS activator – GLuc luminescence reporter in INS-1E cells, primary screen for activators of glucose-dependent secretion of insulin; INS-1E GLuc reporter insulin secretion, 2-3 h; activation, % at 16.6 µM; 370,000 tested, 0.61% active;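 active = lowest replicate activation of at least 40%, so every replicate reaches that level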;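 note: 0% = median of neutral control wells and 100% = median of IBMX positive control wells; some compounds called inactive have numbers as strong as hits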
Cneo AK release – Cryptococcus neoformans cell lysis inducers, primary screen, AK release luminescence, single concentration; 360,000 tested, 0.2% active; lysis activity, % at 15 µM; C. neoformans lysis, adenylate kinase release luminescence, 4 h; normalised: neutral wells 0, clomiphene wells 100; AID 651654, 2012;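 active = mean lysis activity across replicates of at least 80%, whatever share of replicates individually reach that level; inactive = mean lysis activity below 80%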
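Assay system: log-phase C. neoformans yeast / Quantity: yeast cell density of 5 × 10^6 cells/mL / Medium: fresh YPD growth medium / Compound: single dose / Timing: static 4 h at 37 °C with compound, 1 h detection / Measured by: adenylate kinase release luminescence / Read-out: lysis from increased AK signal / Benchmarks: Clomiphene as positive lysis control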
PGC1a acetyl inh – inhibitors of PGC1a acetylation signal, primary screen, cell-based, U2OS, AlphaScreen, inhibitor mode; AlphaScreen anti-acetyl-lysine; with virally co-expressed GCN5 acetyltransferase; inhibition, % at 15.6 µM; 350,000 tested, 0.17% active;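 active = every replicate shows inhibition of at least 40%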;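 note: 0% = neutral control wells and 100% = positive control wells; some results beyond the cut were filed as inactive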
* hit, by the source's call; . = not tested or not shown. The list is partial; count on the stated rates, not on these rows.

SMILES	LGR2 inh	PglD DTNB	PAX8 inh HTS	ARNT-TACC3 inh	Statin myotox sup	GSIS activator	Cneo AK release	PGC1a acetyl inh
COc1cc2c(c(OC)c1O)-c1ccc(OC)c(=O)cc1C(NC(=O)C(F)(F)F)CC2 (configuration not stated)	6	.	80*	4	.	-15	.	.
COc1ccc(-n2nnnc2C(c2ccnc3ccccc23)N2CCC3(CC2)C(=O)NCN3c2ccccc2)cc1 (configuration not stated)	-3	-5	24	.	0	-6	2	-14
CC/C(=N\Nc1ccccc1)c1c(O)[nH]c(=O)[nH]c1=O	.	5	-30	0	15	.	0	3
Fc1cccc(F)c1-c1nc(-c2ccc(Cl)cc2)no1	.	.	-56	-7	1	-1	.	-3
CNCCc1nc(N)n[nH]1	.	-1	14	1	-16	.	1	5
CCCNC(=O)N1[C@H]2CC[C@@H]1C(C(=O)OC)=C(c1ccc(S(C)(=O)=O)cc1)C2	-1	4	9	-5	-5	2	-1	6
CC12CCC3c4ccc(OC(=O)N(CCCl)CCCl)cc4CCC3C1CCC2O (configuration not stated)	-6	.	.	5	.	9	.	-15
O=c1c2ccccc2nc(CNc2ccccc2)n1-c1ccccc1	0	4	12	-7	.	-5	-2	-2
Cc1cccc(OCC(O)CN2CC2)c1 (configuration not stated)	35	-2	13	.	9	14	6	0
COC(=O)C1=C(c2ccc(F)cc2F)C[C@@H]2CC[C@H]1N2C(=O)NCCOc1ccc(OC)cc1	.	1	.	26	-1	.	-2	-16
COc1ccc2nc3oc(C(=O)N4CCC5(CC4)OCCO5)cc3cc2c1	-37	.	0	6	.	3	.	.
Fc1cccc(F)c1CN1CCN(c2ccc(Cl)cc2)CC1	-28	1	-19	-6	-11	-1	0	.
C=CCN1C(=O)c2ccccc2Sc2ccc(C(=O)N3CCC4(CC3)OCCO4)cc21	14	.	.	0	3	-22	2	-1
COC(=O)C1=C(c2cccc(OC)c2OC)C[C@@H]2CC[C@H]1N2C(=O)NC(C)C	-7	-3	15	.	14	-2	0	.
COc1ccc(OC)c(C2=NOC(C(=O)N3CCC4(CC3)OCCO4)C2)c1 (configuration not stated)	-20	.	.	-6	-59	4	1	-7
Cc1ccc(-c2cc(C(=O)N3CCC4(CC3)OCCO4)no2)cc1	-24	.	-38	-4	.	13	.	0
C[C@H]1CN([C@@H](C)CO)C(=O)CCCn2cc(nn2)CO[C@H]1CN(C)C(=O)Oc1cccc2ccccc12	2	.	-2	.	15	13	.	-4
Cc1ccc(O)c(CN2CCN(c3ccccc3)CC2)c1	.	-2	-4	3	.	.	1	.
CCOP(=O)(OCC)C(NS(=O)(=O)c1ccccc1)C(Cl)(Cl)Cl (configuration not stated)	-17	.	-12	-3	.	5	.	2
S=C(N1CCCCCC1)N1CC1	12	-1	-2	22	-4	.	-1	.
COC(=O)[C@H]1[C@H](CO)[C@H]2Cn3c(ccc(-c4ccccc4F)c3=O)[C@@H]1N2Cc1ccncc1	-4	2	1	3	-8	5	1	-4
CNC(=O)Oc1cc2c(cc1C(C)(C)C)CCC2	25	5	16	-4	2	.	0	19
CC(c1ccc(F)cc1)n1cc(C(=O)NCc2ccc3c(c2)OCO3)nn1 (configuration not stated)	.	0	.	-10	36	.	1	-27
CC1CN2C(=O)C1(c1ccccc1)C(=O)NC2=S (configuration not stated)	-7	2	4	.	-6	6	1	13
CN(C(=O)Oc1ccc(F)cc1)c1ccccc1	11	16	-17	-7	5	8	8	12
CCCCNC(=O)Nc1ccc(C(O)(C(=O)OC)C(F)(F)F)cc1 (configuration not stated)	.	-2	.	8	-13	.	-1	-5
Cc1cccc(Cn2cc(C=O)c3ccccc32)c1	14	-2	21	-1	25	11	-1	0
COc1cc2c(cc1OC)C(C(=O)NC(C)C)C1CCCCN1C2=O (configuration not stated)	-10	-4	-1	-2	-13	17	-3	-6
CN1C(=O)N(C)C(=O)C2(Cc3ccccc3N3CCCC32)C1=O (configuration not stated)	-1	1	9	.	.	.	1	3
O=C1NCN(c2ccccc2)C12CCN(C(c1cccs1)c1nnnn1Cc1ccccc1)CC2 (configuration not stated)	10	4	10	.	-8	-6	-19	0
COc1ccc(S(=O)(=O)NCc2ccc(C(=O)N3CCC4(CC3)OCCO4)cc2)cc1	-17	0	.	-5	.	-2	-2	9
O=C(Cc1ccccc1)Oc1ccc(N2C(=O)CCC2=O)cc1	.	6	-4	-10	-3	.	-1	-4
CCCCNC(=O)c1c(N)n(Cc2ccc3c(c2)OCO3)c2nc3ccccc3nc12	0	-5	.	0	7	-1	1	-7
Cc1cc(OCC(=O)N2CCN(CC(=O)N3CCOCC3)CC2)c(C(C)C)cc1Cl	0	0	0	.	0	-9	-5	.
CN1CC=C(c2c[nH]c3ccccc23)CC1	2	-4	17	-2	-16	13	-1	-3
NCC(O)c1ccc(O)cc1 (configuration not stated)	-1	4	-9	2	11	-1	-1	8
CC/C=C/CC(=O)N[C@@H](c1ccccc1)[C@@H](O)C(=O)O[C@H]1C[C@@]2(O)[C@@H](OC(=O)c3ccccc3)C3[C@](C)(C(=O)[C@H](OC(C)=O)C(=C1C)C2(C)C)[C@@H](O)C[C@H]1OC[C@@]31OC(C)=O (some centres not stated)	.	-2	.	1	-5	.	0	-9
c1ccc(C(OCCN2CCN(c3ncccn3)CC2)c2ccccc2)cc1	8	4	15	2	22	-18	2	2
COc1ccc(C(=O)N2Cc3cnnn3-c3ccccc3C2C#N)cc1 (configuration not stated)	-2	2	1	-5	5	3	-1	2
O=C(Cc1cccnc1)N1CCCCN2[C@H](C1)[C@@H](c1ccc(C#CC3(O)CCCC3)cc1)[C@@H]2CO	5	1	25	-10	-1	9	50	8

Part of the list above in another layout:
Each structure is followed by: LGR2 inh	PglD DTNB	PAX8 inh HTS	ARNT-TACC3 inh	Statin myotox sup	GSIS activator	Cneo AK release	PGC1a acetyl inh
Cc1cccc(Cn2cc(C=O)c3ccccc32)c1
    14	-2	21	-1	25	11	-1	0
COc1cc2c(cc1OC)C(C(=O)NC(C)C)C1CCCCN1C2=O (configuration not stated)
    -10	-4	-1	-2	-13	17	-3	-6
CN1C(=O)N(C)C(=O)C2(Cc3ccccc3N3CCCC32)C1=O (configuration not stated)
    -1	1	9	.	.	.	1	3
O=C1NCN(c2ccccc2)C12CCN(C(c1cccs1)c1nnnn1Cc1ccccc1)CC2 (configuration not stated)
    10	4	10	.	-8	-6	-19	0
COc1ccc(S(=O)(=O)NCc2ccc(C(=O)N3CCC4(CC3)OCCO4)cc2)cc1
    -17	0	.	-5	.	-2	-2	9
O=C(Cc1ccccc1)Oc1ccc(N2C(=O)CCC2=O)cc1
    .	6	-4	-10	-3	.	-1	-4
CCCCNC(=O)c1c(N)n(Cc2ccc3c(c2)OCO3)c2nc3ccccc3nc12
    0	-5	.	0	7	-1	1	-7
Cc1cc(OCC(=O)N2CCN(CC(=O)N3CCOCC3)CC2)c(C(C)C)cc1Cl
    0	0	0	.	0	-9	-5	.
CN1CC=C(c2c[nH]c3ccccc23)CC1
    2	-4	17	-2	-16	13	-1	-3
NCC(O)c1ccc(O)cc1 (configuration not stated)
    -1	4	-9	2	11	-1	-1	8
CC/C=C/CC(=O)N[C@@H](c1ccccc1)[C@@H](O)C(=O)O[C@H]1C[C@@]2(O)[C@@H](OC(=O)c3ccccc3)C3[C@](C)(C(=O)[C@H](OC(C)=O)C(=C1C)C2(C)C)[C@@H](O)C[C@H]1OC[C@@]31OC(C)=O (some centres not stated)
    .	-2	.	1	-5	.	0	-9

Carrying on:
SMILES	LGR2 inh	PglD DTNB	PAX8 inh HTS	ARNT-TACC3 inh	Statin myotox sup	GSIS activator	Cneo AK release	PGC1a acetyl inh
COC(=O)C1=C(N)Oc2c(c(=O)oc3ccccc23)[C@]12C(=O)N(C)c1ccccc12	.	10	.	-16	1	.	-1	-5
CCS(=O)(=O)N1CCCC(C(=O)N2CCC3(CC2)OCCO3)C1 (configuration not stated)	.	4	.	-8	.	.	-15	-4
COC(=O)[C@@H]1[C@@H](CO)[C@@H]2Cn3c(ccc(-c4cccc(OC)c4)c3=O)[C@H]1N2CC1CC1	-5	1	.	4	6	21	-3	.
N#Cc1cccc(-c2ccc([C@@H]3[C@H]4CN(C(=O)Cc5cccnc5)CCCCN4[C@H]3CO)cc2)c1	9	2	10	-2	-87	14	0	-7
Cc1ncc(CNC(=O)N(CCCl)N=O)c(N)n1	10	3	-1	-18	8	.	-1	-16
CC1=C(C)CC2(CC1)C(=O)NC(=O)NC2=O	0	.	6	-1	.	1	.	.
CC(C)CN1CCN(Cc2cccc3c2OCO3)CC1CCO (configuration not stated)	7	.	11	-2	.	-7	.	-4
C[C@]12CCC3C(CC[C@H]4C[C@H](O)[C@H](O)C[C@]34C)C1CC[C@@H]2O (some centres not stated)	.	2	-5	-3	6	.	1	.
C#CCN(C)C(C)Cc1ccccc1 (configuration not stated)	-4	-1	4	-5	4	.	0	-11
Cn1cc(C(=O)OCC(=O)NC2(C#N)CCCCC2)c2ccccc21	13	1	-2	-7	15	-4	3	.

Copied from the list:
CCS(=O)(=O)N1CCCC(C(=O)N2CCC3(CC2)OCCO3)C1 (configuration not stated) in PGC1a acetyl inh shows -4
COC(=O)[C@@H]1[C@@H](CO)[C@@H]2Cn3c(ccc(-c4cccc(OC)c4)c3=O)[C@H]1N2CC1CC1 in GSIS activator shows 21

New compounds follow:
SMILES	LGR2 inh	PglD DTNB	PAX8 inh HTS	ARNT-TACC3 inh	Statin myotox sup	GSIS activator	Cneo AK release	PGC1a acetyl inh
CCN(CCCl)Cc1ccccc1Br	3	0	31	-4	12	25	0	5
O=[N+]([O-])c1cc(O)c(O)c([N+](=O)[O-])c1	11	-5	-13	4	4	4	4	-2
COc1ccccc1-n1c(O)c(C=Nc2c(C)n(C)n(-c3ccccc3)c2=O)c(=O)[nH]c1=O	2	.	.	20	19	-6	1	2
Cc1ccccc1CN1CCN(Cc2ccccc2)CC1	8	.	-4	1	.	10	.	9
O=c1c2ccccc2nc(CSc2ncnc3nc[nH]c23)n1-c1ccc(Cl)c(Cl)c1	12	-1	.	.	-42	3	0	-20
COC(=O)C1=C(c2ccc(F)cc2F)C[C@@H]2CC[C@H]1N2C(=O)NCCO	-3	3	5	-2	2	14	1	-11
CCOC(=O)CSc1ccc(C(=O)N2CCC3(CC2)OCCO3)cc1[N+](=O)[O-]	1	-4	10	-10	-6	-5	0	-1
COc1ccc(-c2nc3ccccc3c(=O)n2-c2nccs2)cc1	.	-2	-13	-2	-44	.	-2	.
C=C(C)C1(CCCC)C(=O)NC(=S)NC1=O	12	.	-4	1	.	12	.	.
CC(=NC1CCN(Cc2ccccc2)CC1)c1c(O)n(C)c(=O)n(C)c1=O	.	-2	.	-3	0	.	-2	17
COC(=O)C1=C(c2ccccc2)C[C@@H]2CC[C@H]1N2C(=O)NCCS(C)=O (some centres not stated)	18	-6	-8	-14	1	0	0	-3
CCOC(=O)c1c(NS(=O)(=O)c2ccccc2)n(CCCOC)c2nc3ccccc3nc12	8	.	25	8	.	-13	.	.
O=C1CN=C(c2ccccc2)c2cc(Br)ccc2N1Cc1cc(=O)n2ccccc2n1	18	.	3	1	.	11	.	.

Screens as filed in PubChem BioAssay.
